# MEKK2 WT-MEK5: raises or lowers MEK5 binding to wildtype human MEKK2 PB1 domain; bead flow cytometry, Alexa488-MEK5 binding to MEKK2 WT; actives lie on both sides; Q9Y2U5; binding response (% of control), % at 10 µM; 290,000 compounds, 1.1% hits; in the data active means binding response below about 67% or above about 130%
# OXTR potentiator: human OXTR potentiation; P30559; CHO-OTR cells, Fluo-8 calcium fluorescence, potentiator mode; 0% = oxytocin EC15, 100% = EC100; activation, % at 3 µM; 320,000 compounds, 0.061% hits; AID 2445;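 active means activation above that plate's cutoff, the mean activation of tested compounds plus 3 SD, cut at about 6.6% in these data, passing the limit was not always enough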;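 further: 100% uses oxytocin at 75 nM as the full agonist control; some results filed as inactive read as strong as hits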
# Target sequence (P30559 whole entry, looked up): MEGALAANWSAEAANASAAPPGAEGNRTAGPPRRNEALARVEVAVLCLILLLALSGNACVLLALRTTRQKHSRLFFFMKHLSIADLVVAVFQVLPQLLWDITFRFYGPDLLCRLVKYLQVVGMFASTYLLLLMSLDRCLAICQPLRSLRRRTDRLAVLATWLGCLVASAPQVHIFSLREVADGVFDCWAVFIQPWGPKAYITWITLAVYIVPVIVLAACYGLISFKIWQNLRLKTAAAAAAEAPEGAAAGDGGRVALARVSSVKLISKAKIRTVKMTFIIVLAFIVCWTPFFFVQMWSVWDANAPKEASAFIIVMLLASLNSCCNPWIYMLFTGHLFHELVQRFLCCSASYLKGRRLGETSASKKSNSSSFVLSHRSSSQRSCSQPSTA
#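 Replication – single well per compound, singlicate · Assay system – CHO cell line stably expressing human OTR · Timing – 6 min pre-incubation, 100 s read · Measure – normalized max/min fluorescence ratio, % activation · Doses – 3.0 µM, one dose · Detection – Fluo-8 calcium dye fluorescence · Probe or stimulus – oxytocin near EC15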
# GalR3 antag: human GalR3 antagonism | HEK293 GalR3-CNG cAMP membrane potential fluorescence; galR3 body fused to GalR1 C-terminus | 360,000 compounds, 0.44% hits | inhibition, % at 3 µM;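 active means inhibition above the screen-wide average plus 3 SD, cut at about 13% in these data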;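 further: forskolin and galanin both at EC90 stimulate the cells; cAMP rise reported by CNG channel membrane potential dye signal; 0% = forskolin plus galanin with DMSO and 100% = forskolin alone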
# Target sequence (O60755 1-299 limits assumed): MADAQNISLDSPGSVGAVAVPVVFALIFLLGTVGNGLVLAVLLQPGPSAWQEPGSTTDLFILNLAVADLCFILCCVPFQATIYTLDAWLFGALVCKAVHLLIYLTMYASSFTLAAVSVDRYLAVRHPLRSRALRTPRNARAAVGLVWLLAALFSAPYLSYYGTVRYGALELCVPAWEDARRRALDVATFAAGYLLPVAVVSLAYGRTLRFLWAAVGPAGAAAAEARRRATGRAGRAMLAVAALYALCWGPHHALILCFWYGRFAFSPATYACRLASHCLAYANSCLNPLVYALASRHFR
# V1aR counter: activates human V1a receptor in oxytocin agonist counter-screen. P37288. CHO-V1R cells, Fluo-8 calcium fluorescence, agonist mode; 0% DMSO, 100% 3 nM vasopressin. activation, % at 3 µM. 320,000 compounds, 0.25% hits;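 active means activation above the mean activation of all tested compounds plus 3 SD, per screening run, cut at about 20% in these data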;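 further: signal is peak over basal fluorescence ratio across a 100 second FLIPR read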
# PfM18AAP inh: PfM18AAP enzyme inhibition; recombinant PfM18AAP, H-Glu-NHMec fluorogenic cleavage; inhibition, % at 7.35 µM; 290,000 compounds, 1.2% hits; AID 1822;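 active means inhibition above the campaign mean inhibition over all tested compounds plus 3 SD, cut at about 28% in these data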;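 further: 0% = plate median of test compound wells and 100% = 2 mM ZnCl2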
# NALP1 yeast inh: inhibitors of NALP1 inflammasome in yeast; S. cerevisiae NALP1/ASC/caspase-1 growth, X-gal OD620, 72 h; inhibition, % at 10 µM; 280,000 compounds, 0.61% hits; in the data active means inhibition mostly above about 24%, no sharp cut-off; inactive means mostly below about 32%; further: some compounds called inactive have numbers as strong as hits
# MEKK2 mut-MEK5: signal of MEK5 binding to mutant human MEKK2 PB1 domain | AID 1530 | 290,000 compounds, 0.35% hits | bead flow cytometry, Alexa488-MEK5 binding to MEKK2 mutant | percent response, % at 10 µM; in the data active means percent response above about 24%, passing the limit was not always enough; further: inactives centre near 1; some results filed as inactive read as strong as hits
# OXTR ag: agonists of human oxytocin receptor; P30559; CHO-OTR cells, Fluo-8 calcium fluorescence; normalized: DMSO 0%, oxytocin 100%; activation, % at 3 µM; 320,000 compounds, 0.32% hits;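 active means activation above the mean of all tested compounds plus 3 SD, cutoff set per screening run, cut at about 20% in these data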;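 further: peak over basal fluorescence ratio from a 100 s FLIPR kinetic read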
# GPR7 antag: human neuropeptides B/W receptor 1 antagonism; inhibition, % at 4.4 µM; AID 1861; 290,000 compounds, 1.1% hits; GPR7-expressing cells, fluorescence antagonist assay; in the data active means inhibition above about 16%, passing the limit was not always enough;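 further: cells stimulated with the agonist NPW; 0% = agonist with vehicle and 100% = vehicle without agonist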
# Target sequence (P48145 whole entry, looked up): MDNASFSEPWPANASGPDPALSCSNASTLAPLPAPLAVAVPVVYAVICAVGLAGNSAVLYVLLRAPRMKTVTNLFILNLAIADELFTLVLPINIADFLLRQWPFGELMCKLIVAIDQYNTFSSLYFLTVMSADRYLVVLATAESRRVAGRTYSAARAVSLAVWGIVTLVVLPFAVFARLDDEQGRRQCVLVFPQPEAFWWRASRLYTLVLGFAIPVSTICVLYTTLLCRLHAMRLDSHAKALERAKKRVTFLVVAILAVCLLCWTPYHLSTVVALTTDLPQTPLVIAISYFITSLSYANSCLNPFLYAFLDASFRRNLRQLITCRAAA
# Starred values were filed as active, the others as inactive; x = no result given.
1) CN(C)S(=O)(=O)c1ccc(Cl)c(C(=O)NC2=NCCS2)c1
2) CC(C)(C)C(=O)Nc1ncc(C(F)(F)F)cc1Cl
3) C[C@@H](CSc1ccccc1)CN1CC[C@H](C(C)(C)C)CCC1=O
4) COc1ccc(N2CCN(C(=O)CSc3nnc(-c4ccc5[nH]c(C)c(C)c5c4)o3)CC2)cc1
5) CCOC(=O)Cn1c(=O)oc2cc(S(=O)(=O)NCCCc3ccccc3)ccc21
6) COC(=O)c1ccc2[nH]c(C3(O)CCCCC3)c(C)c2c1

assay / compound	1	2	3	4	5	6
MEKK2 WT-MEK5	105	82	x	102	108	x
OXTR potentiator	-8	-8	-11	-5	-9	-3
GalR3 antag	-5	-7	-5	-5	3	4
V1aR counter	1.1	0.2	0.9	-0.2	6.2	-0.8
PfM18AAP inh	-3	1	-14	-1	2	x
NALP1 yeast inh	17	5	24	0	13	x
MEKK2 mut-MEK5	6	-11	x	4	12	x
OXTR ag	-0.2	-0.4	-2.6	0.4	4.8	-1.3
GPR7 antag	-12	-7	15	-11	13	x

7) O=c1cc(NCc2ccco2)c2ccccc2o1
8) C=CCNC(=S)NCC1COc2ccccc2O1 (stereo unspecified)
9) Cc1c(C(N)=O)sc2ncn(CCOc3ccccc3)c(=O)c12
10) CC(C(=O)O)N1C(=O)C2C3c4ccccc4C(c4ccccc43)[C@@H]2C1=O (stereo partly specified)
11) CCOc1ccc(N(CC(=O)Nc2cccc(Br)c2)S(C)(=O)=O)cc1
12) Cc1ccc([C@H]2C(C(=O)O)=CC[C@@H](c3ccc4c(c3)OCO4)N2S(=O)(=O)c2ccc(C)cc2)cc1

assay / compound	7	8	9	10	11	12
MEKK2 WT-MEK5	105	103	89	101	104	x
OXTR potentiator	-9	-9	3	-15	-15	-1
GalR3 antag	-3	-3	4	-9	-5	-6
V1aR counter	1.0	0.7	3.7	2.0	3.7	1.2
PfM18AAP inh	-1	3	3	-4	-3	x
NALP1 yeast inh	-18	22	3	14	-4	x
MEKK2 mut-MEK5	11	0	-2	-4	3	x
OXTR ag	-0.3	0.8	3.0	1.3	1.8	0.8
GPR7 antag	-17	6	5	-8	-10	x

13) O=C(N/N=C\c1cccnc1)c1ccc(Br)s1
14) Cc1ccc(C(C)NC(=O)c2ccco2)cc1 (stereo unspecified)
15) Cc1cc(/C=C2\Cc3ccccc3C2=O)c(C)n1-c1ccccc1
16) COC(=O)c1scc(C)c1NC(=O)C(Cl)c1ccccc1 (stereo unspecified)
17) Cc1ccc(-c2nc(NCCCO)c3ccccc3n2)cc1
18) COc1ccccc1/C=N/NC(=O)C(NC(=O)c1ccccc1)=C(C)C

assay / compound	13	14	15	16	17	18
MEKK2 WT-MEK5	97	96	94	104	105	113
OXTR potentiator	x	3	-3	-4	-16	-8
GalR3 antag	-2	-7	-6	-4	-12	-2
V1aR counter	x	0.5	2.2	0.4	-1.1	-0.2
PfM18AAP inh	-6	5	10	-2	-14	-10
NALP1 yeast inh	18	16	38	-2	x	28
MEKK2 mut-MEK5	-3	3	1	3	0	2
OXTR ag	x	0.4	1.3	-2.1	-0.3	0.5
GPR7 antag	15	-8	-5	-8	9	-12

# An excerpt from above, reduced to PfM18AAP inh.
No.	SMILES	PfM18AAP inh
13	O=C(N/N=C\c1cccnc1)c1ccc(Br)s1	-6
15	Cc1cc(/C=C2\Cc3ccccc3C2=O)c(C)n1-c1ccccc1	10
17	Cc1ccc(-c2nc(NCCCO)c3ccccc3n2)cc1	-14

# Continuation.
19) CCCCC1CCc2[nH]nc(C(=O)O)c2C1 (stereo unspecified)
20) CCCCn1c(N)c(N(CCOC)C(=O)c2cccc(S(=O)(=O)N(CC)c3ccccc3)c2)c(=O)[nH]c1=O
21) O=C(Cc1cccc2ccccc12)N/N=C/C=C/c1cccc([N+](=O)[O-])c1
22) CC1(C)CC(N2CCN(C(c3ccccc3)c3ccccc3)CC2)=CC(=[N+]2CCCCC2)C1
23) C/C(=N\N1CCCCC1)c1ccccc1O
24) Cc1cc(C)c(OCCOCCN2CCN(C)CC2)c(Cl)c1

assay / compound	19	20	21	22	23	24
MEKK2 WT-MEK5	x	x	105	116	109	120
OXTR potentiator	2	-11	2	-4	-1	-14
GalR3 antag	-7	-3	-3	40*	-11	-2
V1aR counter	-0.7	-0.9	-0.6	0.4	0.5	-0.3
PfM18AAP inh	x	x	-9	-12	19	-8
NALP1 yeast inh	x	x	22	x	-2	21
MEKK2 mut-MEK5	x	x	13	10	11	7
OXTR ag	0.2	-1.3	-0.1	0.0	0.5	-0.7
GPR7 antag	x	x	-6	66*	0	7

25) Cc1cc(C)c2c(C)nn(C3CCCCC3)c2n1
26) O=C(CN1C(=O)NC2(CCc3ccccc32)C1=O)Nc1ccccc1Cl (stereo unspecified)
27) COC(=O)c1ccc(COC(=O)c2ccccn2)cc1
28) CCN(C[C@H]1N[C@@](Cc2ccccc2)(C(=O)OC)[C@H]2C(=O)N(C)C(=O)[C@@H]12)C(=O)c1ccc(C)cc1
29) O=C(NC(Cc1c[nH]c2ccccc12)C(=O)O)/C(=C\c1ccccc1)NC(=O)c1ccccc1 (stereo unspecified)
30) O=C(Nc1ccc(Cl)c(Cl)c1)Nc1nnc(CSc2ccccc2)s1

assay / compound	25	26	27	28	29	30
MEKK2 WT-MEK5	106	x	106	x	97	95
OXTR potentiator	-3	-9	-6	0	-13	-2
GalR3 antag	-6	-6	-5	-7	-11	11
V1aR counter	0.6	1.1	0.8	0.1	0.8	0.0
PfM18AAP inh	0	x	5	x	5	5
NALP1 yeast inh	39	x	6	x	-3	17
MEKK2 mut-MEK5	4	x	3	x	2	-1
OXTR ag	-1.6	1.7	0.4	0.0	-0.3	1.4
GPR7 antag	-14	x	2	x	-2	-8

31) COc1ccc(/C=N\NC(=O)c2ccc(F)cc2)cc1COc1ccccc1C(N)=O
32) CCOC(=O)C(CCCCC(NC(C)=O)(C(=O)OCC)C(=O)OCC)(NC(C)=O)C(=O)OCC
33) O=C(NC1CCCCC1)C(c1ccco1)N(Cc1ccco1)C(=O)c1ccco1 (stereo unspecified)
34) Cc1ccc(C)n1-c1ccc(-c2ccnc(N)n2)cc1
35) COc1ccc(-n2c(=O)c3c4c(sc3n(CC(=O)NC3CCCC3)c2=O)CCCC4)c(OC)c1
36) COc1ccc(C(C(=O)NC2CCCCC2)N(C(=O)CCCC(=O)Nc2ccccn2)c2ccc3c(c2)OCCO3)cc1 (stereo unspecified)

assay / compound	31	32	33	34	35	36
MEKK2 WT-MEK5	104	105	96	112	87	99
OXTR potentiator	-7	1	0	x	-9	-4
GalR3 antag	-5	-4	5	3	-3	0
V1aR counter	-0.3	0.3	-1.2	x	0.1	-0.3
PfM18AAP inh	1	11	6	-5	1	0
NALP1 yeast inh	2	7	16	-10	18	5
MEKK2 mut-MEK5	6	4	-5	14	-5	0
OXTR ag	-0.5	0.0	-1.0	x	-0.6	-0.2
GPR7 antag	-13	9	7	-6	12	-8

37) CC(NC(=O)C(NS(=O)(=O)c1cccs1)C(C)C)c1ccc(S(N)(=O)=O)cc1 (stereo unspecified)
38) CN(CCOc1ccccc1)CC(O)COc1ccccc1 (stereo unspecified)
39) Cc1cccc2c(C(=O)O)c3c(nc12)CCCCC3
40) CCC(Sc1ncccc1C(=O)OC(C)C)C(=O)N1CCOCC1 (stereo unspecified)
41) Cc1c(NC(=O)COC(=O)COc2ccc(Nc3ccccc3)cc2)c(=O)n(-c2ccccc2)n1C
42) O=C(Nc1ccc(Cl)cc1)c1ccc2c(=O)n3c(nc2c1)CCCCC3

assay / compound	37	38	39	40	41	42
MEKK2 WT-MEK5	x	103	109	105	83	101
OXTR potentiator	3	-2	-4	2	-8	-24
GalR3 antag	-5	-12	3	-4	-4	-2
V1aR counter	-0.7	1.7	0.7	0.1	2.6	8.4
PfM18AAP inh	x	-15	11	7	12	4
NALP1 yeast inh	x	23	0	3	16	-8
MEKK2 mut-MEK5	x	2	15	4	-13	3
OXTR ag	0.1	4.8	0.3	0.4	-0.1	13
GPR7 antag	x	9	3	1	-6	-2

43) CCOc1c2ccc(C(=O)NCc3cc(C(F)(F)F)cc(C(F)(F)F)c3)cc2nn1C
44) COC(=O)C1=C(C)Nc2nnnn2C1c1ccco1 (stereo unspecified)
45) N#CC1=C(N)OC2=C(C(=O)CCC2)C1c1cc2c(cc1Br)OCO2 (stereo unspecified)
46) COc1c2ccc(C(=O)NCCCCc3ccccc3)cc2nn1C
47) O=C(NCC1CCCO1)c1cc2ccccc2o1 (stereo unspecified)
48) Cc1nn(-c2nc3ccccc3n2Cc2ccccc2)c2c1C(=O)CC(C)(C)C2

assay / compound	43	44	45	46	47	48
MEKK2 WT-MEK5	96	100	99	108	107	100
OXTR potentiator	-6	-11	1	-5	6	0
GalR3 antag	8	-1	-5	-4	-4	-1
V1aR counter	-1.3	0.9	0.1	0.8	0.7	-1.3
PfM18AAP inh	1	4	3	-9	-3	7
NALP1 yeast inh	-11	1	22	6	0	18
MEKK2 mut-MEK5	-3	1	1	4	9	-1
OXTR ag	-2.5	-0.6	-0.4	-0.1	-0.2	-1.2
GPR7 antag	-11	-8	0	-6	-11	-7

49) CN(C)C(=O)c1ccc(NC(=O)c2cccc(S(=O)(=O)N3CCCCCC3)c2)cc1
50) O=C(Nc1ccc2c(c1)OCCO2)C1CCCN1S(=O)(=O)c1cccc2cccnc12 (stereo unspecified)
51) CCN(C(=S)Nc1ccccc1F)C1CCCCC1
52) Cn1c(=O)cc(N2CCCCC2)[nH]c1=O
53) CC(C)[C@H](NC(=O)c1ccc(C(C)(C)C)cc1)C(=O)N1CCN(Cc2ccc3c(c2)OCO3)CC1
54) COc1ccc(NC(=O)Nc2cccc3c2O[C@H](CN(C)S(=O)(=O)c2ccc(F)cc2)[C@@H](C)CN([C@H](C)CO)C3=O)cc1

assay / compound	49	50	51	52	53	54
MEKK2 WT-MEK5	x	112	104	105	x	x
OXTR potentiator	-6	7	0	0	-9	-6
GalR3 antag	-6	3	-5	x	-7	-3
V1aR counter	0.9	-0.3	-0.1	0.1	3.5	0.1
PfM18AAP inh	x	-5	-2	1	x	x
NALP1 yeast inh	x	25	-3	2	x	x
MEKK2 mut-MEK5	x	7	3	5	x	x
OXTR ag	0.5	0.3	0.3	-0.3	-1.9	-0.3
GPR7 antag	x	-14	-10	-5	x	x

55) COc1ccccc1OCCn1cc(C(=O)C(C)C)c2ccccc21
56) Cc1cc(C)n(CC2CC(=O)N(c3ccc(F)c(Cl)c3)C2=O)n1 (stereo unspecified)
57) O=C(c1ccccc1)N1CCN(C(=O)C23CC4CC(CC(C4)C2)C3)CC1
58) Cc1cccc(C)c1NC(=O)CSc1nnc(C2CCCCC2)o1
59) Cc1nc(N2CCN(C(=O)c3ccco3)CC2)c2c3c(sc2n1)CC(C)CC3 (stereo unspecified)
60) O=C(NNC(=O)c1cccnc1SCc1cccc([N+](=O)[O-])c1)c1ccc(F)cc1

assay / compound	55	56	57	58	59	60
MEKK2 WT-MEK5	100	105	110	105	85	104
OXTR potentiator	2	-9	-8	-1	-3	-12
GalR3 antag	-7	-2	-4	5	-10	0
V1aR counter	3.0	-0.3	0.7	0.5	-1.8	4.0
PfM18AAP inh	1	-1	-3	1	2	5
NALP1 yeast inh	10	22	-10	6	1	20
MEKK2 mut-MEK5	5	3	5	9	-4	-1
OXTR ag	-1.0	0.1	0.1	-0.3	-2.6	1.3
GPR7 antag	-4	-2	3	2	5	0
